# Bioassay records from PubChem BioAssay.
# ASAP1 inh: ASAP1 ArfGAP inhibition. Q9ULH1. ASAP1-stimulated ARF1 GTP hydrolysis, GDP FP detection. inhibition, % at 16.5 µM. 0.19% of 360,000 active. AID 624377; in the data active = inhibition above about 25%;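 also: 0% = vehicle with enzyme and substrate and 100% = no enzyme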
# ARFGAP1 inhibitor: rat ARFGAP1 inhibition. Arfgap1-stimulated ARF1 GTP hydrolysis, GDP FP detection. inhibition, % at 16.5 µM. 0.26% of 360,000 active;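 active = inhibition above a per-plate limit, mean inhibition of low control wells plus 3 SD, cut at about 25% in these data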;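 also: 0% = DMSO wells with enzyme and 100% = wells lacking Arfgap1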
# Target sequence (Q62848 1-136 limits assumed): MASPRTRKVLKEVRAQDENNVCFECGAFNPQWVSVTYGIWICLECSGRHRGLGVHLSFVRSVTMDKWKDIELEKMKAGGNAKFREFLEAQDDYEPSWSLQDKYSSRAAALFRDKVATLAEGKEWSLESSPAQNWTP
#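 Material – truncated rat Arfgap1 GAP domain · Buffer or medium – HEPES-based buffer, pH 7.5 · Reagent – human ARF1(Δ1-17)-GTP substrate · Dosing – 16.5 µM single point, 1.26% DMSO · Schedule – GTP hydrolysis reaction 2 h at 25 °C · Technique – GDP detection by fluorescence polarization · Benchmarks – No-Arfgap1 wells (100%) versus DMSO full-reaction wells (0%) · Repeats – single replicate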
# ADAM10 inh: ADAM10 inhibition, QFRET primary screen. 0.62% of 370,000 active. O14672. recombinant ADAM10, EDANS/DABCYL FRET peptide cleavage, 3 h. inhibition, % at 7 µM;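 active = inhibition above a per-campaign cutoff equal to the mean of compounds falling between control-based bounds plus 3 SD, cut at about 20% in these data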;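 also: 0% = DMSO wells while the 100% control is not disclosed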
# Target sequence (O14672 214-748 limits assumed): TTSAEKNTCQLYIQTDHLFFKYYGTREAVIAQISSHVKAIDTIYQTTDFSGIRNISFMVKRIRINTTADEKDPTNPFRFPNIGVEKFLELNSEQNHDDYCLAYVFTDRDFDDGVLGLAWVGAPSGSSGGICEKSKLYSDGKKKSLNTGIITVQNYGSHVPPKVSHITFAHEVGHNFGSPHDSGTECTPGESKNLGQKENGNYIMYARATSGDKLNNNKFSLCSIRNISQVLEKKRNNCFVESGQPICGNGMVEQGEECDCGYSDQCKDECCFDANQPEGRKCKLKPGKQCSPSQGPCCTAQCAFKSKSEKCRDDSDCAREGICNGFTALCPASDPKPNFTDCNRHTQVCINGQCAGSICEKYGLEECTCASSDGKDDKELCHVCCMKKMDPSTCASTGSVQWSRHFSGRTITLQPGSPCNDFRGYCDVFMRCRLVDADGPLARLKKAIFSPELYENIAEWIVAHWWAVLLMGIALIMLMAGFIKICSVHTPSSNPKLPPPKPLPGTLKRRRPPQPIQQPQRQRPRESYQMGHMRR
# ADAM17 inh: ADAM17 inhibition, QFRET primary screen; 0.83% of 370,000 active; AID 720648; recombinant ADAM17, EDANS/DABCYL FRET peptide cleavage; inhibition, % at 6.95 µM;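 active = inhibition above the mean of compounds lying between control limits plus 3 SD, set per campaign, cut at about 8.5% in these data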;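 also: 0% = DMSO-only wells as the low control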
# PLC-gamma1 inh: PLC-gamma1 (human) inhibition, primary screen; purified PLC-gamma1, fluorogenic substrate, fluorescence; inhibition, % at 12.2 µM; 0.84% of 370,000 active; P19174; in the data active = inhibition above about 9.5%
# Tn6 DDE FP: inhibitors of Tn6 peptide binding to human fibrin DD(E) | P02675 | Fibrin DD(E) TRITC-Tn6 fluorescence polarization displacement | inhibition, % at 8.3 µM | 0.21% of 370,000 active | AID 720509;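 active = inhibition above a per-campaign cutoff: mean of compounds within control limits plus 3 SD, cut at about 15% in these data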;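 also: 0% = median of all compound wells on the plate and 100% = blocking peptide control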
# proKLK7 act: proKLK7 (human) activation, primary screen; 0.9% of 370,000 active; activation, % at 7 µM; purified proKLK7, EDANS-DABCYL substrate fluorescence; 100% is mature enzyme control, 0% vehicle; AID 652039; P49862;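 active = activation above the mean of all tested compounds plus 3 SD, computed per campaign excluding outliers beyond control limits, cut at about 13% in these data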
# Target sequence (P49862 whole entry, looked up): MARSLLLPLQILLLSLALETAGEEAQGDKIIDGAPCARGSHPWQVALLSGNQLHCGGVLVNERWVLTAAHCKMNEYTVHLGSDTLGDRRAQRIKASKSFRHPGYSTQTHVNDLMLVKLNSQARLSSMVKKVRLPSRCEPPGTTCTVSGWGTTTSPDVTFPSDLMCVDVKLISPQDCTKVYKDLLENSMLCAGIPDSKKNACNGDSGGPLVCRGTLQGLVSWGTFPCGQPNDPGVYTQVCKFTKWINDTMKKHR
# TDP2 absorb: TDP2 (human) inhibition, absorbance primary screen; recombinant TDP2, T5PNP hydrolysis, p-nitrophenol absorbance 415 nm; 0.34% of 370,000 active; O95551; inhibition, % at 12.8 µM;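 active = inhibition above the mean of all tested compounds plus 3 SD, set per campaign, cut at about 25% in these data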;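 also: 0% = DMSO with enzyme and 100% = buffer with substrate but no TDP2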
#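 test system = human TDP2 enzyme | input = TDP2 enzyme at 120 nM final | medium = 50 mM Tris-HCl pH 7.5 with Mg2+, KCl, DTT, BSA | also added = T5PNP substrate, 5 mM | times = 2 h at 37 °C | technique = epi absorbance | benchmarks = high control without enzyme, low control DMSO plus TDP2 | replication = each compound tested once, singlicate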
# DDE Tn7 FP inh: disrupts Tn7 cyclic peptide binding to fibrin D-Dimer-E complex | P02675 | FP displacement of FITC-Tn7 peptide from fibrin DD(E); 0% = median of compound wells per plate | inhibition, % at 8.3 µM | 0.13% of 370,000 active | AID 720508;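 active = inhibition above the mean of compounds falling within the control limits plus 3 SD of them, cut at about 14% in these data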;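 also: 0% = plate median of compound wells and 100% = 10 µM Aha-Tn7 peptide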
#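 Assay system: Human fibrin DD(E) protein | Medium: Tris buffer with calcium and detergent, pH 7.8 | Reagent: 0.1 µM fluorescent Tn7 | Compound dosing: Single point at 8.3 µM | Times: 10 min preincubation, 3 h with tracer, room temperature | Detection: Fluorescence polarization of the labelled Tn7 tracer | Controls: Aha-Tn7 high control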
# LEDGF integ inh: blocks HIV-1 LEDGF/p75-dependent DNA integration | AID 743269 | inhibition, % at 3.7 µM | 0.64% of 370,000 active | TR-FRET IN-LEDGF/p75 DNA integration, Eu/Cy5;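 active = inhibition above the screen-wide mean plus 3 SD, cut at about 13% in these data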;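 also: signal is the Cy5 over europium emission ratio at 671 and 618 nm; 0% = plate median of compound wells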
# * = called active by the depositor; i = inactive; nt = no result given.
compound | ASAP1 inh | ARFGAP1 inhibitor | ADAM10 inh | ADAM17 inh | PLC-gamma1 inh | Tn6 DDE FP | proKLK7 act | TDP2 absorb | DDE Tn7 FP inh | LEDGF integ inh
CCN(CC)c1ccc(-c2nn3c(-c4ccccc4Cl)nnc3s2)cc1 | nt | nt | i | -240 | -173 | -12 | -33 | 0 | -3 | 0
O=c1c2ccccc2[nH]c(=S)n1CCN1CCc2ccccc2C1 | 12 | 6 | 8 | 4 | 3 | 7 | 0.4 | -25 | 0 | 4
Cc1cc(=O)oc2cc(N3C(=O)CC(Cc4ccccc4)C3=O)ccc12 (stereo not drawn) | 1 | -8 | -278 | -89 | -16 | -4 | 19* | 8 | 1 | 1
C1CCc2c(nc3nnnn3c2NC2CCCC2)C1 | 1 | -8 | -7 | -3 | 5 | 9 | 0.3 | -8 | -6 | -2
Cc1ccc(-c2n[nH]c(=O)c3ccccc23)c(C)c1 | 10 | 5 | 4 | 0 | -2 | 6 | -0.3 | 10 | -7 | 2
COCC(=O)N1CCC(Oc2ccc(C(=O)N(C)CCCC3CCCC3)cc2)CC1 | -13 | -1 | -6 | -2 | -1 | 8 | -0.9 | -6 | 6 | -2
O=C(NCc1ccc2c(c1)OCO2)c1cccc(S(=O)(=O)N2CCOCC2)c1 | -1 | 6 | -9 | -2 | -2 | -6 | -0.3 | 0 | 0 | 2
CCN(c1ccccc1)S(=O)(=O)c1ccc(NC(=S)NC(=O)c2cccs2)cc1 | -3 | 6 | -16 | 6 | 0 | -6 | -0.1 | -2 | -2 | 0
O=C(CC(=O)c1ccccn1)c1ccccc1 | 1 | 17 | -15 | -1 | -2 | 0 | -0.1 | -1 | -2 | -1
CCOc1ccc(Cc2nc(N)nc(N)n2)cc1 | -8 | 4 | 3 | 2 | 0 | 3 | -0.6 | 10 | 4 | 3
CCCCn1c(N)c(N(CCOC)C(=O)CSc2nnc(-c3ccncc3)n2CCC)c(=O)[nH]c1=O | 9 | 3 | 0 | -4 | -4 | 0 | 0.5 | -10 | -4 | 2
Cc1nsc(Nc2ccccc2)c1C#N | -3 | 7 | -9 | 2 | 0 | 3 | -0.6 | -7 | -4 | -1
CN(CC(=O)Nc1ccc(N2CCOCC2)cc1)C(=O)COc1ccccc1F | -7 | 5 | 3 | -2 | 3 | 0 | 0.1 | 4 | -3 | 1
COC(=O)CN1C(=S)N(c2ccc(OC)cc2)C(=O)/C1=C/c1cccs1 | -7 | 17 | 1 | 2 | 2 | 2 | 0.4 | -7 | 2 | -2
Cc1ccc(CNC(=O)c2ccc(C#CC(C)(C)O)s2)cc1 | -3 | 2 | -2 | 0 | -3 | 5 | 0.1 | 2 | 2 | 1
COc1cccc(-c2csc(N3CCN(C(=O)Nc4ccc(Cl)cc4)CC3)n2)c1 | 3 | 28* | 12 | 3 | -2 | -5 | 0.5 | 3 | 3 | -1
CN(Cc1c(C(=O)N/N=C/c2ccccc2)nnn1-c1nonc1N)c1ccccc1 | 12 | -3 | 13 | 4 | -2 | 8 | 0.6 | -2 | 3 | 3
O=[N+]([O-])c1ccccc1Nc1ccccc1[N+](=O)[O-] | -3 | 7 | 2 | -4 | 10* | -2 | 0.8 | -17 | 6 | -2
CCN(CC)c1ccc(/C=N/NC(=O)c2cnccn2)cc1 | 3 | 3 | -2 | -1 | 0 | -3 | -0.8 | 5 | 0 | -3
CCOc1ccc(NC(=O)CN2CCN(CC(=O)Nc3ccc4c(c3)OCO4)CC2)cc1 | -10 | 7 | -1 | -2 | -1 | 2 | -0.4 | -3 | 2 | 1
COc1ccc(OCCCC(=O)OC(C)C(=O)Nc2cccc(C(C)=O)c2)cc1 (stereo not drawn) | -8 | 15 | 6 | -1 | -1 | -3 | 0.7 | 7 | -3 | 2
O=C(NNC(=O)C1CCN(Cc2ccc(F)cc2Cl)CC1)Nc1ccc([N+](=O)[O-])cc1 | -3 | 10 | 9 | 2 | 4 | -2 | 0.1 | 0 | 1 | 6
CCOc1ccc(CNC(=O)CCS(=O)(=O)Cc2ccccc2C)cc1OC | 6 | 1 | -6 | -2 | 0 | 0 | 0.0 | -7 | 5 | -4
CN(CCO)Cc1csc2ccc(Br)cc12 | 3 | -7 | 4 | -7 | 2 | 1 | 0.1 | -1 | 9 | 0
CC1CN(S(=O)(=O)c2ccc(-c3nc4ccccc4s3)cc2)CC(C)O1 (stereo not drawn) | 6 | -2 | 3 | 0 | 1 | -1 | -0.3 | -15 | 7 | 2
O=C(NCc1cc2ccccc2[nH]1)C1CCC(=O)N(CCCN2CCCC2=O)C1 (stereo not drawn) | 6 | -10 | -19 | -7 | -17 | 0 | -0.4 | 9 | -7 | 3
CCCCn1c(N)c(N(CCOC)C(=O)c2ccc(N3C(=O)CCC3=O)cc2)c(=O)[nH]c1=O | 6 | 9 | -3 | -3 | 0 | -3 | 0.1 | -9 | -3 | 4
O=C(NC(=S)Nc1cc(Cl)ccc1N1CCOCC1)c1ccc(-c2cccc(Cl)c2)o1 | -9 | 8 | 2 | -3 | -1 | 2 | 0.5 | 6 | -3 | -2
O=C(NCC(=O)N1CCCCCCC1)c1ccccc1Br | 1 | -10 | 2 | 2 | 4 | -8 | 0.4 | -1 | 1 | 4
C#CCOCCOCCOCCNc1nc(N2CCN(C(=O)[C@H](CCCCN)n3cc([C@@H](N)C(C)CC)nn3)CC2)nc(N2CCN(C(=O)[C@H](CCCCN)n3cc([C@@H](N)C(C)CC)nn3)CC2)n1 (stereo partly drawn) | nt | nt | -12 | -5 | 10* | -5 | nt | -1 | -1 | 2
CN(C)c1cccc(C(=O)NNC(=S)NC2CCCC2)c1 | 5 | -4 | -25 | -10 | -26 | 0 | 1.6 | 1 | 2 | 3
COC(=O)CCC(C)C1CCC2C3CCC4CC(O)CCC4(C)C3=CC(=O)C12C (stereo not drawn) | -13 | -6 | -3 | 5 | 2 | -2 | 0.5 | -3 | -3 | 3
COC(=O)[C@@]1(Cc2ccccc2)[C@H]2C(=O)N(Cc3ccccc3)C(=O)[C@H]2[C@H]2CN(C)C(=NCc3ccccc3)N21 | -15 | -9 | -4 | -4 | 0 | -5 | -0.3 | 15 | 4 | 1
O=C(Nc1ccc(N2CCOCC2)cc1)c1ccc([N+](=O)[O-])o1 | 8 | 3 | 1 | -2 | 1 | 7 | -0.1 | -16 | 3 | -9
Cc1nc2scc(C)n2c(=O)c1S(=O)(=O)Nc1ccc(N2CCOCC2)cc1 | 9 | 3 | -14 | 2 | 5 | -10 | -0.2 | -9 | 0 | -3
COc1ccc(NC(=O)CN(C)C(=O)c2cccc(S(=O)(=O)N3CCN(C)CC3)c2)cc1 | 0 | 4 | -3 | -1 | 3 | -6 | -0.1 | 3 | -3 | 1
O=C(Nc1ccccc1)c1cnc2ccccc2n1 | -1 | -2 | -3 | -2 | 1 | 2 | -0.1 | 1 | -1 | -4
O=C(CCNC(=O)N1CC(=O)Nc2ccccc21)NCc1ccc(F)cc1 | 4 | 7 | 3 | -3 | 2 | -2 | 0.2 | 7 | 1 | 1

# Exported with the structure last: part of the list above.
ASAP1 inh,ARFGAP1 inhibitor,ADAM10 inh,ADAM17 inh,PLC-gamma1 inh,Tn6 DDE FP,proKLK7 act,TDP2 absorb,DDE Tn7 FP inh,LEDGF integ inh,mol
-8,15,6,-1,-1,-3,0.7,7,-3,2,COc1ccc(OCCCC(=O)OC(C)C(=O)Nc2cccc(C(C)=O)c2)cc1 (stereo not drawn)
-3,10,9,2,4,-2,0.1,0,1,6,O=C(NNC(=O)C1CCN(Cc2ccc(F)cc2Cl)CC1)Nc1ccc([N+](=O)[O-])cc1
6,1,-6,-2,0,0,0.0,-7,5,-4,CCOc1ccc(CNC(=O)CCS(=O)(=O)Cc2ccccc2C)cc1OC
3,-7,4,-7,2,1,0.1,-1,9,0,CN(CCO)Cc1csc2ccc(Br)cc12
6,-2,3,0,1,-1,-0.3,-15,7,2,CC1CN(S(=O)(=O)c2ccc(-c3nc4ccccc4s3)cc2)CC(C)O1 (stereo not drawn)
6,-10,-19,-7,-17,0,-0.4,9,-7,3,O=C(NCc1cc2ccccc2[nH]1)C1CCC(=O)N(CCCN2CCCC2=O)C1 (stereo not drawn)
6,9,-3,-3,0,-3,0.1,-9,-3,4,CCCCn1c(N)c(N(CCOC)C(=O)c2ccc(N3C(=O)CCC3=O)cc2)c(=O)[nH]c1=O
-9,8,2,-3,-1,2,0.5,6,-3,-2,O=C(NC(=S)Nc1cc(Cl)ccc1N1CCOCC1)c1ccc(-c2cccc(Cl)c2)o1
1,-10,2,2,4,-8,0.4,-1,1,4,O=C(NCC(=O)N1CCCCCCC1)c1ccccc1Br
nt,nt,-12,-5,10*,-5,nt,-1,-1,2,C#CCOCCOCCOCCNc1nc(N2CCN(C(=O)[C@H](CCCCN)n3cc([C@@H](N)C(C)CC)nn3)CC2)nc(N2CCN(C(=O)[C@H](CCCCN)n3cc([C@@H](N)C(C)CC)nn3)CC2)n1 (stereo partly drawn)
5,-4,-25,-10,-26,0,1.6,1,2,3,CN(C)c1cccc(C(=O)NNC(=S)NC2CCCC2)c1
-13,-6,-3,5,2,-2,0.5,-3,-3,3,COC(=O)CCC(C)C1CCC2C3CCC4CC(O)CCC4(C)C3=CC(=O)C12C (stereo not drawn)
-15,-9,-4,-4,0,-5,-0.3,15,4,1,COC(=O)[C@@]1(Cc2ccccc2)[C@H]2C(=O)N(Cc3ccccc3)C(=O)[C@H]2[C@H]2CN(C)C(=NCc3ccccc3)N21
8,3,1,-2,1,7,-0.1,-16,3,-9,O=C(Nc1ccc(N2CCOCC2)cc1)c1ccc([N+](=O)[O-])o1
9,3,-14,2,5,-10,-0.2,-9,0,-3,Cc1nc2scc(C)n2c(=O)c1S(=O)(=O)Nc1ccc(N2CCOCC2)cc1
0,4,-3,-1,3,-6,-0.1,3,-3,1,COc1ccc(NC(=O)CN(C)C(=O)c2cccc(S(=O)(=O)N3CCN(C)CC3)c2)cc1

# An excerpt from above, limited to LEDGF integ inh, ASAP1 inh and DDE Tn7 FP inh:
Structure | LEDGF integ inh | ASAP1 inh | DDE Tn7 FP inh
COC(=O)CN1C(=S)N(c2ccc(OC)cc2)C(=O)/C1=C/c1cccs1 | -2 | -7 | 2
Cc1ccc(CNC(=O)c2ccc(C#CC(C)(C)O)s2)cc1 | 1 | -3 | 2

# Compounds as they come. Share with any hit: about 4.2%.
